Screening results deposited in PubChem by The Scripps Research Institute Molecular Screening Center.
SRC3 TRFRET art: TR-FRET detection interference compounds, artefact control for PPARgamma SRC-3 recruitment agonists, biochemical, TR-FRET ratio; TR-FRET artefact counter-screen, PPARgamma/SRC-3 format; active compounds read high; 0.39% of 99,000 active; TR-FRET ratio at 8 µM; AID 1048, 2008; in the data active means TR-FRET ratio above about 2000; further: inactives centre near 1600
SRC1 TRFRET art: TR-FRET detection interference compounds, primary screen, artefact control for PPARgamma SRC-1 recruitment agonists, biochemical, TR-FRET emission ratio. TR-FRET detection artefact counter-screen; active compounds read high. TR-FRET ratio at 8 µM. 0.34% of 99,000 active. AID 1051, 2008; in the data active means TR-FRET ratio above about 2300; further: inactives centre near 1800
Numbers without * were called inactive.

Results follow in this order: SRC3 TRFRET art, SRC1 TRFRET art
CC(=O)Nc1ccccc1C(=O)N1CCN(c2cccc(C)c2C)CC1
 : 1495, 1607
COc1ccc(OC)c(NC(=O)CN2C(=O)C3(OCCCO3)c3ccccc32)c1
 : 1604, 2016
NCCCC[C@@H](C(=O)N1CCNCC1)n1cc(CCC(=O)O)nn1
 : 1572, 1667
CS(=O)(=O)N(CC(=O)NCCSCc1ccccc1)c1ccccc1
 : 1599, 1516
CC1CC(C)CN(c2oc(Cc3ccccc3)nc2C#N)C1 (stereo unspecified)
 : 1343, 1723
O=C(Nc1ccccc1)OCc1cnc(Cl)s1
 : 1854, 1912
CCOC(=O)c1c(NC(=O)C2CC2)sc(C)c1CC
 : 1538, 1904
COc1cc(OC)cc(C(=O)Oc2ccc(/C=N/Nc3nc4ccccc4s3)cc2OC)c1
 : 1614, 1885
O=c1[nH]nc(-c2cccs2)c2ccccc12
 : 1711, 1758
Cc1cccc(OCC(=O)NCC(=O)N/N=C/c2ccc([N+](=O)[O-])cc2)c1
 : 1610, 1802
COc1ccc(-c2[nH]ncc2/C=N/NC(=O)c2ccc(Br)cc2)c(OC)c1
 : 1522, 1693
CCCOc1ccc(-c2csc3ncn(Cc4ccc(C(=O)O)cc4)c(=O)c23)cc1
 : 1724, 1716
CCN(CC)S(=O)(=O)c1cc(C(=O)Nc2ccccc2[N+](=O)[O-])ccc1Cl
 : 1425, 1719
Nc1ccc(SCC(=O)Nc2cccc([N+](=O)[O-])c2)cc1
 : 1502, 1933
CCN(CC(=O)NC(C)C)C(=O)c1ccc(Cl)cc1
 : 1778, 2032
O=C(Cn1cc([N+](=O)[O-])cn1)NCc1ccc(-n2cccn2)cc1
 : 1687, 1657
O=C(NCCc1nc2ccccc2[nH]1)/C(=C/c1ccco1)NC(=O)c1ccco1
 : 1815, 1948
CCOc1cc(/C=N/NC(=O)c2cccnc2)ccc1OCC(=O)N1CCOCC1
 : 1619, 1748
CC(=O)Nc1ccc(NC(=O)CCn2c(=S)oc3ccccc32)cc1
 : 1571, 1870
Cc1ccc(S(=O)(=O)NNC(=O)c2cccc(O)c2)cc1
 : 1438, 1673

Molecules shown so far with a thiophene ring, fused or not:
Results follow in this order: SRC3 TRFRET art, SRC1 TRFRET art
CCOC(=O)c1c(NC(=O)C2CC2)sc(C)c1CC
 : 1538, 1904
O=c1[nH]nc(-c2cccs2)c2ccccc12
 : 1711, 1758
CCCOc1ccc(-c2csc3ncn(Cc4ccc(C(=O)O)cc4)c(=O)c23)cc1
 : 1724, 1716

Other structures
Results follow in this order: SRC3 TRFRET art, SRC1 TRFRET art
COc1ccc(NC(=O)C(=O)NCCCO)cc1Cl
 : 1347, 1564
COC(=O)C1=C(N)OC2=C(C(=O)CC(C)(C)C2)C1c1ccccc1OC (stereo unspecified)
 : 1566, 1953
COc1ccc(CCNC(=O)CC2SC(N)=NC2=O)cc1OC (stereo unspecified)
 : 1707, 1955
O=C(Nc1ccc(-c2nc3ccccc3[nH]2)cc1)c1cccc(N2C(=O)CCC2=O)c1
 : 1677, 1734
COc1ccc(-c2csc(-c3cccs3)n2)c(OC)c1
 : 1827, 1992
O=C(CC1CCCCC1)Nc1nc2ccccc2s1
 : 1638, 1894
O=C(CNC(=O)c1ccc(Br)cc1)NCC(=O)OCC(=O)c1ccccc1
 : 1535, 1831
COc1ccc(C[C@H]2CN3C(=NC[C@@H]3C(C)C)N2CCNC(=O)CCC2CCCCC2)cc1
 : 1560, 1722
Cc1c(Cl)cccc1NC(=S)NCCc1ccc(S(N)(=O)=O)cc1
 : 1548, 1727
CN(Cc1ccccn1)Cc1nc(COc2ccccc2)no1
 : 1668, 1610
CCn1cc(C(=O)NCCCN2CCCCCC2)c(=O)c2cc(S(=O)(=O)N3CCc4ccccc4C3)ccc21
 : 1771, 1857
COc1ccccc1NNC(=O)C(O)(c1ccccc1OC)c1ccccc1OC
 : 1598, 1717
CCN1C(=O)CC(C(=O)OC)=C1C
 : 1523, 1584
CN(C)C(CNC(=S)Nc1cccc(Cl)c1)c1cccnc1 (stereo unspecified)
 : 1497, 1758
O=C(NCC1CCCO1)c1ccc(COc2ccc(Cl)cc2)cc1 (stereo unspecified)
 : 1607, 1681
COc1ccc(NC(=O)Cc2ccc(Cl)c(Cl)c2)cn1
 : 1666, 1858
CC1CCCC(NC(=O)COC(=O)c2cccc(NS(=O)(=O)/C=C/c3ccccc3)c2)C1C (stereo unspecified)
 : 1694, 1841
O=C(Nc1cccnc1)C1CCN(S(=O)(=O)c2cccs2)CC1
 : 1546, 1644
Cc1ccccc1Nc1nc(N)nc(CSc2nnc(C)n2C)n1
 : 1391, 1467
COc1ccc(C(=O)/C=C/C(=O)N(Cc2ccccc2OC)C(C(=O)NC2CCCCC2)c2ccncc2)c(O)c1 (stereo unspecified)
 : 1421, 1528
CCOC(=O)N1CCC(NC(=O)Cn2nc(-c3ccccc3)ccc2=O)CC1
 : 1524, 1923
Cc1cc2oc(=O)cc(CN3CCN(S(=O)(=O)c4cccs4)CC3)c2cc1C
 : 1609, 1916
Cc1nn(Cc2ccccc2)c(Cl)c1C(=O)NCCc1ccccc1
 : 1553, 1799
Cc1nccn1CCC1CCCCN1C(=O)CCc1nnc(-c2ccsc2)o1 (stereo unspecified)
 : 1463, 1544
CN(Cc1cc2ccccc2[nH]c1=O)C(=O)c1cccs1
 : 1573, 1833
COc1ccc(/C=N/OCC(=O)N(Cc2ccc(OC)cc2)c2ccccc2C(=O)O)cc1
 : 1429, 1826
Cc1nn2c(Nc3ccc(F)cc3)c3c(nc2c1-c1ccccc1)CCC3
 : 1470, 1607
CCOC(=O)NC(=O)c1cn(C(CC)CO)c(=O)[nH]c1=O (stereo unspecified)
 : 1546, 1804
COCCNC(=O)COc1cccc2c1OC(C)(C)C2
 : 1578, 1655
O=C(N=c1ccn(-c2nc3ccccc3nc2NS(=O)(=O)c2ccccc2)cc1)c1cccs1
 : 1479, 1751
COc1ccccc1N1CCN(C(=S)Nc2ccc(S(=O)(=O)N3CCOCC3)cc2)CC1
 : 1265, 1636
CCOC(=O)C1(C(F)(F)F)N=C(c2cccnc2)OC(N2CCCCC2)=N1 (stereo unspecified)
 : 1654, 1870
Cc1ccccc1OCc1nnc2c3cnn(C)c3ncn12
 : 1326, 1828
COc1cccc(CNc2ccc([N+](=O)[O-])cc2C)c1
 : 1516, 1895
CN(C)c1nc(N)c2ncc(=S)[nH]c2n1
 : 1401, 1961
COCCN(Cc1cc2cc3c(cc2nc1Cl)OCO3)C(=O)c1ccc(C)cc1
 : 1425, 1779
COC(CNC(=O)Cc1c(C)nc2c(-c3ccccc3)c(C)nn2c1C)OC
 : 1790, 1849
C=CCNCCCOc1ccc(Cl)cc1Br
 : 1490, 1498
N#C/C(=C/c1ccc(O)c([N+](=O)[O-])c1)C(=O)Nc1ccccc1
 : 1716, 1684
COc1ccccc1/C=C/C1=NC(=C\C=C/c2ccccc2)/C(=O)O1
 : 1622, 1863
O=C(Nc1ccc2c(c1)OCCO2)Nc1ccc2c(c1)OCO2
 : 1596, 1880
NC(=O)[C@@H]1CCCN1Cc1nc(-c2ccccc2)no1
 : 1483, 1564
CC1CCCN(c2ccc(N)cc2C(N)=O)C1 (stereo unspecified)
 : 1544, 1505
COc1cccc(-c2cc3nc4c(c(NCC(C)(C)CN(C)C)n3n2)CCCC4)c1
 : 1581, 1624
CCOc1ccccc1NC(=O)c1cc(C(=O)c2cc(OC)ccc2O)coc1=N
 : 1630, 1852
Cc1ccc(C(=O)NN2C(=O)C3C4C=CC(C5CC45)C3C2=O)cc1 (stereo unspecified)
 : 1643, 1566
Cc1cc(C(=O)NP(=O)(N2CC(C)OC(C)C2)N2CC(C)OC(C)C2)c(C)n1C1CC1 (stereo unspecified)
 : 1598, 1760
CC1CN(Cc2nc3ccccc3c(=O)[nH]2)CC(C)O1 (stereo unspecified)
 : 1760, 1867
CC(C)Nc1nnc(SCc2cc(=O)n3ccsc3n2)s1
 : 1512, 1546
O=C(Nc1ccccc1)N1CCCC(CNS(=O)(=O)Cc2ccccc2)C1 (stereo unspecified)
 : 1548, 1976

Additional records follow:
Results follow in this order: SRC3 TRFRET art, SRC1 TRFRET art
CCOC(=O)CC(NCc1ccc(OC)c(OCC)c1)c1ccc(C)cc1 (stereo unspecified)
 : 1550, 1985
CC(C)CN(C(=O)c1cc2ccccc2o1)c1c(N)n(CC(C)C)c(=O)[nH]c1=O
 : 1647, 1641
COc1cc(/C=C/C(=O)c2ccc(C)c([N+](=O)[O-])c2)cc(OC)c1O
 : 1740, 1876
CCOc1ccc(CC2NCCc3cc(OCC)c(OCC)cc32)cc1OCC (stereo unspecified)
 : 1591, 2065
COc1ccc(N(C(C)C(=O)N/N=C/c2cccnc2)S(C)(=O)=O)cc1 (stereo unspecified)
 : 1581, 1667
Cc1cc(C)c(Nc2ncccc2C(=O)O)c(C)c1
 : 1409, 1638
Cn1c(=O)[nH]c(=O)c2c1nc1n2CCS1
 : 1582, 1978
O=C(CSc1nc(O)c(Cc2ccccc2)c(=O)[nH]1)Nc1nc2c(s1)CCCC2
 : 1333, 1703
Oc1ccc(/C(Cc2ccc3ccccc3n2)=N\Nc2ccccc2)c(O)c1
 : 1447, 1837
COc1cc(SC)ccc1C(=O)OCC(=O)NC1CCCCC1
 : 1717, 1782
CC(=O)NNC1=Nc2ccccc2N(C)C(C)C1 (stereo unspecified)
 : 1528, 1718
COc1cccc(C(=O)NCC(=O)OCC(=O)Nc2ncc(Cl)cc2Cl)c1
 : 1561, 2008
CC(=O)Nc1ccc(C(=O)N/N=C/c2ccccc2OCc2ccccc2)cc1
 : 1793, 1761
CC(C)NC(=O)/C=C/C(=O)O
 : 1365, 2049
CCOC(=O)c1c(NC2OC(=O)c3c2ccc(OC)c3OC)sc(C(=O)OC(C)(C)C)c1C (stereo unspecified)
 : 1541, 2031
O=C(Nc1ccccc1C(=O)N1CCOCC1)c1ccc(CSc2ccccc2)cc1
 : 1453, 1871
CCC(CC)c1nnc(NC(=O)c2ccc(S(=O)(=O)N3CCc4ccccc4C3)cc2)s1
 : 1647, 1654
Cc1cc(C)c(S(=O)(=O)c2ccc(Cl)cc2)c(Cl)n1
 : 1598, 1800
Cc1nn(CCCC(=O)Nc2cccnc2)c(C)c1[N+](=O)[O-]
 : 1446, 1574
CCC(C(=O)NC(C)(C)C)N(Cc1ccco1)C(=O)Cn1nnc(-c2ccc(F)cc2)n1 (stereo unspecified)
 : 1528, 1869
NC(=O)CC(NSc1ccccc1[N+](=O)[O-])C(=O)O (stereo unspecified)
 : 1550, 1682
CN(C)c1ccc(C(=S)N2CCN(C(=S)Nc3ccc(Cl)cc3)CC2)cc1
 : 1429, 1554
CCOC(=O)N1CCN(C(=S)Nc2ccccc2C)CC1
 : 1556, 1785
Cc1ccc(NC(=O)Cn2ccsc2=N)c([N+](=O)[O-])c1
 : 1599, 1671
COc1ccccc1N/C=C/c1onc(C)c1[N+](=O)[O-]
 : 1697, 1872
CN1CCN(c2ccc(NC(=O)c3ccc(-c4ccc(Br)cc4)o3)cc2)CC1
 : 1597, 1923
C/C(=N\O)C(=O)NCCN1CCCCC1
 : 1667, 1729
CCCC(CCC)=NNC(=O)c1ccccc1F
 : 1503, 1624
CC(C)N=C1NN=C(c2cccs2)CS1
 : 1471, 1689
COc1ccc(OCCC(=O)OCC(=O)Nc2cccc(S(=O)(=O)N3CCOCC3)c2)cc1
 : 1470, 1654
Cc1[nH]n(-c2ccccc2)c(=O)c1/C=C1/C=c2ccccc2=N1
 : 1568, 1895
CC1CCN(c2ccc(C(=O)O)cc2NS(=O)(=O)c2ccc(Br)cc2)CC1
 : 1688, 1856
O=C(NCC1CCCO1)c1nnc(Cc2ccc(F)cc2)o1 (stereo unspecified)
 : 1483, 1668
COc1cccc(-c2csc(N3CCN(CC(=O)NNC(=O)c4ccco4)CC3)n2)c1
 : 1801, 1727
CC(C)(C)OC(=O)N1CCN(C(=O)Nc2ccc3c(c2)OCCO3)CC1
 : 1470, 1633
Cc1ccc(NC(=O)CSc2nnc(NC(=O)c3ccco3)s2)cc1
 : 1717, 1995
C=CCN=Cc1sc2ccc(OCC)cc2c1O
 : 1673, 1594
COC(=O)C1=C(C)OC(N)=C(C#N)C1c1c(C)nn(C)c1C (stereo unspecified)
 : 1423, 1790
CCC(=O)N1N=C(c2ccc(C)o2)CC1c1ccc(N(C)C)cc1 (stereo unspecified)
 : 1318, 1456
CC(C)COc1cccc(C(=O)NC(=S)NCc2cccnc2)c1
 : 1808, 1910
CCC(CC)C(=O)c1c[nH]c(C(=O)O)c1
 : 1711, 1789
COCCCNC(=O)CSc1nc2sc(C(=O)OC)c(C)c2c(=O)n1N
 : 1611, 1902
Cc1nnc(SCCn2c(N3CCCCC3)nc3c2c(=O)[nH]c(=O)n3C)s1
 : 1453, 1818
N#Cc1cccc(Oc2ccc(-c3cnc4ccccc4n3)cc2)c1C#N
 : 1482, 1861
CCOC(=O)C1(Cc2cccc(OC)c2)CCN(C/C=C/c2ccccc2)CC1
 : 1532, 1773
O=C(NCc1ccc2c(c1)OCO2)c1nnc(Cc2ccc(Cl)cc2)o1
 : 1694, 1670
CC1(C)S[C@@H]2[C@H](NC(=O)C(C(=O)O)c3ccccc3)C(=O)N2[C@H]1C(=O)O (stereo partly specified)
 : 1654, 1569
Cc1ccccc1CC1(CO)CCCN(C(=O)c2ccccc2Cl)C1 (stereo unspecified)
 : 1709, 1742
CCOC(=O)/C=C/C(=O)OCC(=O)NC(c1ccccc1)c1ccccc1
 : 1313, 1480
COCCOCCn1c(/C=C/c2ccccc2)nc2ccccc21
 : 1654, 1761

Some of these compounds in order of formula weight, descending.
Results follow in this order: SRC3 TRFRET art, SRC1 TRFRET art
CCOC(=O)C1(Cc2cccc(OC)c2)CCN(C/C=C/c2ccccc2)CC1
 : 1532, 1773
N#Cc1cccc(Oc2ccc(-c3cnc4ccccc4n3)cc2)c1C#N
 : 1482, 1861
COCCOCCn1c(/C=C/c2ccccc2)nc2ccccc21
 : 1654, 1761

Not all compounds are listed; the hit share may differ from the screen's.
